# CHRM4 PAM: potentiates acetylcholine response at human M4 receptor; activation, % at 3 µM; hit rate 0.4% among 360,000; AID 624126; CHO-K1 hM4/Gqi5, Fluo-8 calcium fluorescence, ACh EC20; 0% = ACh EC20, 100% = maximal ACh; P08173;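 active means activation above its plate's cutoff, the mean activation of sample wells plus 3 SD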; further: some results filed as inactive read as strong as hits
# Target sequence (P08173 whole entry, looked up): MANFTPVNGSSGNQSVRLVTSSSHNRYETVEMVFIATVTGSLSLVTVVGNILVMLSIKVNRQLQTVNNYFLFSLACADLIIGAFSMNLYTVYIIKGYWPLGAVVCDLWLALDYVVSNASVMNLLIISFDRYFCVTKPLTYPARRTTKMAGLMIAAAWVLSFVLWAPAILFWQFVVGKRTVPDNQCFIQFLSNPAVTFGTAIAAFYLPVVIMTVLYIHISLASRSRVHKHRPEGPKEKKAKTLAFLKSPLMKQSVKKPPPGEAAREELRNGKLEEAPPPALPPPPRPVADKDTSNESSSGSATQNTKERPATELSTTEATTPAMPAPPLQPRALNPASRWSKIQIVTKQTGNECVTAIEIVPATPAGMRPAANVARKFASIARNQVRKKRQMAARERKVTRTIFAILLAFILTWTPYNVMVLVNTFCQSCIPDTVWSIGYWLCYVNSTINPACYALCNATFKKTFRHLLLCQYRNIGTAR
# CRFBP-R2 block: blocks CRF-induced signaling of the CRF-BP/CRF-R2 complex. HEK293 CRF-R2/CRF-BP, CRF-induced calcium fluorescence. inhibition, % at 11.8 µM. hit rate 0.59% among 350,000;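 active means inhibition of the ligand-induced calcium signal above about 50% at the single tested concentration, limit read from the data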
# IDE cell activ: activators of human insulin-degrading enzyme in cells | hit rate 0.073% among 340,000 | AID 493087 | activation, % at 5.96 µM | HEK cells, FAbeta-B cleavage, fluorescence polarization; 0% vehicle, 100% cell-free pure enzyme wells;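 active means activation above the mean of all tested compounds plus 3 SD, set per screening campaign, cut at about 17% in these data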
# pCIP destab: lowers stability of the mouse p/CIP coactivator protein | Q05BA5 | F442A p/CIP-EGFP cells, EGFP fluorescence, 16 h | decrease of EGFP signal, % at 10 µM | hit rate 0.01% among 290,000;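 active means EGFP signal decrease of at least 30% at 10 µM or well 3 SD below plate mean, unless failing retest; inactive means the rest, including hits failing retest or dose response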; further: some compounds called inactive have numbers as strong as hits; many of its hits are not listed in these tables
# PHOSPHO1 inh: PHOSPHO1 (human) inhibition; hit rate 1.1% among 290,000; inhibition, % at 13.3 µM; recombinant PHOSPHO1, absorbance phosphatase assay; Q8TCT1; in the data active means inhibition above about 60%
# Target sequence (Q8TCT1 whole entry, looked up): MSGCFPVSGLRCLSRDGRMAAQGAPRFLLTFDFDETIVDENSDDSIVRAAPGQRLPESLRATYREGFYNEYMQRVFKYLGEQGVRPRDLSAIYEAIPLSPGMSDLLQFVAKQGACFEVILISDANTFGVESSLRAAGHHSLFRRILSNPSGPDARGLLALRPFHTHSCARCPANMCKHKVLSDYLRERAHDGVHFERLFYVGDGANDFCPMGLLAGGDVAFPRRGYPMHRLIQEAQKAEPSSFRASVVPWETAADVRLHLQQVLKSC
# CRFR2-BP ag: CRF-BP/CRF-R2 complex agonism. hit rate 0.46% among 350,000. activation, % at 13.2 µM. HEK293 CRF-R2/CRF-BP, calcium dye fluorescence (FLIPR); percent of saturating CRF peptide response;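 active means activation of at least 50%, plus an integration ratio under a set limit after plate pattern correction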;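 further: plate controls were neutral control wells without compound for no effect and CRF at EC100 for full effect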
# MEKK3 PB1 HTS: modulators (inhibitors or enhancers) of MEK5 binding to human MEKK3 PB1 domain; bead-based flow cytometry, Alexa488-MEK5 binding to MEKK3; actives lie on both sides; 0 = blocked by unlabeled MEK5, 100 = vehicle; binding response (% of control), % at 10 µM; hit rate 1.4% among 290,000; AID 1529;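 active means binding response more than 3 SD above or below the average of its plate-row segment, actives on both sides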;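 further: Alexa488 bead fluorescence after subtracting the streptavidin-only scavenger bead signal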
# IDE inh: inhibitors of human insulin-degrading enzyme in cells | P14735 | HEK cells, FAbetaB cleavage, fluorescence polarization | inhibition, % at 5.59 µM | hit rate 0.41% among 320,000 | AID 434962;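 active means percent inhibition above the average of all tested compounds plus 3 SD, set per screening campaign, cut at about 16% in these data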;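 further: IDE supplied by intact live HEK cells; FP after avidin binding of uncleaved biotin substrate so inhibition keeps polarization high; 0% = DMSO wells and 100% = 60 µM reference IDE inhibitor Ii1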
# GalR3 antagonist: blocks the human galanin receptor 3; O60755; HEK293 GalR3-CNG cAMP membrane potential fluorescence; galR3 body fused to GalR1 C-terminus; inhibition, % at 3 µM; hit rate 0.44% among 360,000; AID 651719;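 active means inhibition above the screen-wide average plus 3 SD, cut at about 13% in these data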;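 further: forskolin and galanin both at EC90 stimulate the cells; cAMP rise reported by CNG channel membrane potential dye signal; 0% = forskolin plus galanin with DMSO and 100% = forskolin alone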
# Target sequence (O60755 1-299 limits assumed): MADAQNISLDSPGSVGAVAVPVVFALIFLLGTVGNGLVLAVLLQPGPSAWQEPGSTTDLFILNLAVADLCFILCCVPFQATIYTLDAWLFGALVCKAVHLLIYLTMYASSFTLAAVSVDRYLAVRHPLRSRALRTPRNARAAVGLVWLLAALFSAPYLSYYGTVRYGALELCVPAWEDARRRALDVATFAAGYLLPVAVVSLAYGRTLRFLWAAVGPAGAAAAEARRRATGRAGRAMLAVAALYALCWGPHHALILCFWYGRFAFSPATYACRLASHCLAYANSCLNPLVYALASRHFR
# Numbers without * were called inactive; / = no result given; & = joins results of further samples.
SMILES,CHRM4 PAM,CRFBP-R2 block,IDE cell activ,pCIP destab,PHOSPHO1 inh,CRFR2-BP ag,MEKK3 PB1 HTS,IDE inh,GalR3 antagonist
CCOC(=O)CSc1nnc(NC(=O)C2CC(=O)N(c3ccc(F)cc3)C2)s1 (centres undefined),-7,3,-2,-18,18,-0.9,102,3,4
O=C(Nc1ccccn1)C1CCCN(c2ncnc3c2nc2n3CCCCC2)C1 (centres undefined),4,4,0,1,32,-1.8,99,-3,-10
Cc1nnc(SCC(=O)c2ccc(Cl)cc2)n(N)c1=O,-6,1,-2,-9,39,-0.8,99,6,-7
O=C(CSc1nnc(CNC(=O)c2cccs2)o1)c1ccc(Cl)cc1,-2,-3,-5,-4,12,-1.9,103,3,-6
CCn1cc(Br)c(C(=O)NC(C)c2ccccc2)n1 (centres undefined),8,4,4,-6,21,-0.4,106,-1,-12
Cc1ccc(-c2ccc(CO)o2)cc1N,-2,-6,-5,-8,14,-1.2,97,2,1
CC1CCN(CCc2nc3cc(NC(=O)Nc4ccccc4)ccc3n2C)CC1,7,3,4,6,-6,0.2,105,0,-6
CC(C)C(=O)Nc1ccc(NC(=S)NC(=O)c2ccccc2F)cc1,7,-49,-7,8,13,13,100,3,-1
c1ccc(COc2ncnc3c2ncn3CCCNCc2cccs2)cc1,-8,-1,/,/,/,-1.5,/,/,-6
COC(=O)CSc1nc(N)nc(C)c1Br,-1,1,6,-4,23,-0.6,106,3,-3
CCOc1ccc(N2CC(C(=O)N/N=C/c3sccc3C)CC2=O)cc1 (centres undefined),-2,-7,3,3,36,-2.3,106,0,-2
O=C1[C@H]2[C@@H](c3ccc(C(F)(F)F)cc3)N[C@]3(CCCN(Cc4ccc(Br)cc4)C3=O)[C@H]2C(=O)N1Cc1ccccc1,4,-30,/,/,/,4.2,/,/,-6
CCOC(=O)C1CCN(S(=O)(=O)c2cc(F)ccc2OC)CC1,0,6,2,4,-4,-2.1,97,-2,-5
O=C(NC1=NCCS1)C1CCN(S(=O)(=O)c2ccc(Cl)cc2)CC1,4,0,-4,/,/,-2.7,/,4,-5
Cc1ccc(C(=Cc2ccc([N+](=O)[O-])cc2)C(=O)O)cc1,3,-15,/,/,/,-0.7,/,/,-3
COC(=O)c1sccc1-n1cccc1C(=O)C(=O)N1CCOCC1,2,9,4,-6,33,-1.4,95,-2,-5
Cc1ccc(N2CCN(CC(O)COc3ccc([N+](=O)[O-])cc3)CC2)cc1 (centres undefined),7,33,-7,6,16,1.2,100,2,6
Cc1ccc(CNn2cnnc2SCC(=O)NC(C)(C)C)cc1,1,0,-2,-6,10,-1.9,99,-1,-2
Cc1onc(-c2c(Cl)cccc2Cl)c1C(=O)N1CCSCC1,-4,-13,1,-9,12,1.0,100,3,-6
CCO[C@@H]1OC(C(=O)N2CCN(Cc3ccc4c(c3)OCO4)CC2)=C[C@H](C2CC2)[C@H]1CCCO,9,-2,2,-5,9,0.0,97,1,0
CN(c1ccc(C(=O)NCCSC(C)(C)C)cc1)S(C)(=O)=O,6,19,6,7,-7,2.7,99,2,-6
COc1cc2c(cc1OC)C(c1cccnc1)CC(=O)N2 (centres undefined),-2,12,0,6,8,0.2,100,-1,1
CCOC(=O)C1=C(COC(=O)/C=C/c2ccc(OC)cc2OC)NC(=O)NC1C (centres undefined),-7,-7,-6,/,/,-2.8,/,-1,-1
CC1CCN(CC(=O)Nc2ccccc2C(=O)c2ccccc2)CC1,-2,-61,4,0,1,2.2,105,0,-2
COc1ccc(N2CCN(C(=O)c3ccc(N(C)S(=O)(=O)c4ccc(C)cc4)cc3)CC2)cc1,-15,13,-1,-15,40,-1.3,100,11,-6
CCOC(=O)/C=c1\s/c(=C\c2sccc2C)c(=O)n1CC(=O)NCc1ccc(C)cc1,/,/,/,-2,38,/,77,-2,-3
CN(C)CCNCCCNc1c2ccccc2nc2cccc([N+](=O)[O-])c12,-5,5,-4,/,/,-0.2,/,/,-5
CCC(C)NC(=O)CSc1nc2ccccc2c(=O)n1CCCC(=O)NCC1CCCO1 (centres undefined),19,51*,-6,-9,10,-4.3,97,6,-7
COc1ccc(OCCC(=O)OCC(=O)NC(=O)NC(C)(C)C)cc1,8,2,2,5,9,-0.9,101,3,-1
CCSc1nnc(NC(=O)CSc2nc(C)cc(C)n2)s1,-4,-13,2,-8,2,-0.5,96,-1,4
CCN(CC)Cc1ccccc1Sc1ccccc1,-17,11,-4,-20,-6,-0.2,99,3,-10
CC(=O)N1CSCC1C(=O)NNS(=O)(=O)c1ccccc1 (centres undefined),1,4,/,-3,-15,1.7,102,3,-6
Cc1ccc(C(=O)N2CCCC(C(=O)c3ccc(Oc4ccccc4)cc3)C2)cn1 (centres undefined),-10,16,-2,-8,48,0.1,104,11,-7
O=C(O)C1Cc2ccccc2CN1S(=O)(=O)c1ccccc1 (centres undefined),22,-5,-4,-4,28,1.3,88,-7,-5
COc1cc(CC(=O)Nc2ccc(N3CCOCC3)cc2)cc(OC)c1OC,6,16,4,0,21,0.5,112,2,-1
CN(C)C(=O)Oc1cccc([N+](C)(C)C)c1,-3&-3,18&-9,3&1,-8,0,1.1&1.6,82&113,3&3,/
CCOC(=O)C(C(=O)OCC)C1CS(=O)(=O)CC1C(C(=O)OCC)C(=O)OCC (centres undefined),2,-1,8,-3,0,0.0,110,5,7
O=C(CSc1nc2c(oc3ccccc32)c(=O)n1CC1CCCO1)NCc1ccccc1 (centres undefined),2,0,5,/,/,0.5,/,1,-4
O=C(Nc1cc(S(=O)(=O)Nc2ccc(Cl)cc2)ccc1O)c1ccc(F)cc1F,4,-10,5,/,/,-0.7,/,2,-2
O=[N+]([O-])c1ccc(NCc2ccccc2N2CCC(CO)CC2)nc1,-5,25,-2,-7,33,-2.9,96,0,-6
O=C(COC(=O)c1cc[n+]([O-])cc1)Nc1c(Cl)cccc1C(F)(F)F,6,-3,1,/,/,1.2,/,-1,-2
CN(C)C(=O)C12CCC(C)(C(=O)C1Br)C2(C)C (centres undefined),-3,-4,5,-2,2,1.1,97,1,-3
O=C(/C=C/c1cccs1)N1CCN(c2ccc(F)cc2)CC1,-9,-6,-2,6,37,1.1,76,1,-1
CC1CCc2c(C(=O)NCCCN3CCOCC3)csc2C1 (centres undefined),7,-4,4,-26,29,-0.6,111,2,-6
COc1ccccc1/C=N/NC(=O)c1ccc(Br)cc1,-4,-29,-1,0,-10,0.7,103,5,-5
CCOc1ccccc1NC(=O)C(c1ccccc1)N1CCN(CC(=O)N2CCOCC2)CC1 (centres undefined),9,1,2,/,/,-0.3,/,-1,-1
Cc1cc(N2CC34C=CC(O3)C(C(=O)O)C4C2=O)no1 (centres undefined),-3,13,1,-1,45,13,104,1,11
COc1ccc(C)cc1NC(=O)N1CCCc2ccccc21,4,53*,8,-10,43,1.8,103,1,-4

# 15 consecutive compounds from above:
SMILES,CHRM4 PAM,CRFBP-R2 block,IDE cell activ,pCIP destab,PHOSPHO1 inh,CRFR2-BP ag,MEKK3 PB1 HTS,IDE inh,GalR3 antagonist
O=C(O)C1Cc2ccccc2CN1S(=O)(=O)c1ccccc1 (centres undefined),22,-5,-4,-4,28,1.3,88,-7,-5
COc1cc(CC(=O)Nc2ccc(N3CCOCC3)cc2)cc(OC)c1OC,6,16,4,0,21,0.5,112,2,-1
CN(C)C(=O)Oc1cccc([N+](C)(C)C)c1,-3&-3,18&-9,3&1,-8,0,1.1&1.6,82&113,3&3,/
CCOC(=O)C(C(=O)OCC)C1CS(=O)(=O)CC1C(C(=O)OCC)C(=O)OCC (centres undefined),2,-1,8,-3,0,0.0,110,5,7
O=C(CSc1nc2c(oc3ccccc32)c(=O)n1CC1CCCO1)NCc1ccccc1 (centres undefined),2,0,5,/,/,0.5,/,1,-4
O=C(Nc1cc(S(=O)(=O)Nc2ccc(Cl)cc2)ccc1O)c1ccc(F)cc1F,4,-10,5,/,/,-0.7,/,2,-2
O=[N+]([O-])c1ccc(NCc2ccccc2N2CCC(CO)CC2)nc1,-5,25,-2,-7,33,-2.9,96,0,-6
O=C(COC(=O)c1cc[n+]([O-])cc1)Nc1c(Cl)cccc1C(F)(F)F,6,-3,1,/,/,1.2,/,-1,-2
CN(C)C(=O)C12CCC(C)(C(=O)C1Br)C2(C)C (centres undefined),-3,-4,5,-2,2,1.1,97,1,-3
O=C(/C=C/c1cccs1)N1CCN(c2ccc(F)cc2)CC1,-9,-6,-2,6,37,1.1,76,1,-1
CC1CCc2c(C(=O)NCCCN3CCOCC3)csc2C1 (centres undefined),7,-4,4,-26,29,-0.6,111,2,-6
COc1ccccc1/C=N/NC(=O)c1ccc(Br)cc1,-4,-29,-1,0,-10,0.7,103,5,-5
CCOc1ccccc1NC(=O)C(c1ccccc1)N1CCN(CC(=O)N2CCOCC2)CC1 (centres undefined),9,1,2,/,/,-0.3,/,-1,-1
Cc1cc(N2CC34C=CC(O3)C(C(=O)O)C4C2=O)no1 (centres undefined),-3,13,1,-1,45,13,104,1,11
COc1ccc(C)cc1NC(=O)N1CCCc2ccccc21,4,53*,8,-10,43,1.8,103,1,-4

# Following part.
SMILES,CHRM4 PAM,CRFBP-R2 block,IDE cell activ,pCIP destab,PHOSPHO1 inh,CRFR2-BP ag,MEKK3 PB1 HTS,IDE inh,GalR3 antagonist
O=C(COC(=O)Cn1cnc2ccccc21)Nc1ccc(Br)cc1,5,-4,/,/,/,-0.2,/,/,-8
O=C(OCC(=O)N1CCc2ccccc21)c1cc(S(=O)(=O)N2CCOCC2)ccc1F,5,-5,5,/,/,0.5,/,/,-5
Cc1ccc(CN2CCCC(CO)(Cc3ccccc3C)C2)s1 (centres undefined),-2,-20,4,-4,35,-2.8,105,-7,-4
COc1cc(/C=C2\COC/C(=C\c3cc(OC)c(OC)c(OC)c3)C2=O)cc(OC)c1OC,0,-24,7,-22,21,-2.8,94,/,-1
Cc1cc(NC(=O)COn2nnc3ccc(S(C)(=O)=O)cc32)ccc1Br,-10,-19,9,-16,19,1.4,89,-2,3
O=C(CN1C(=O)NC2(CCCC2)C1=O)Nc1ccc(F)cc1,38*,-7,-1,-8,-11,0.4,104,-2,-4
COc1cc2[nH]c(=S)nc(NCCc3ccc(C)cc3)c2cc1OC,1,-8,-2,-15,-166,-0.1,117,/,-6
Cc1cccc(CN2CCN(Cc3cnn(-c4ccccc4F)c3)CC2CCO)n1 (centres undefined),16,8,8,-9,-6,-2.7,101,-8,-2
CCOC(=O)CC(NC(=O)C1c2ccccc2Oc2ccccc21)c1ccc(C)cc1 (centres undefined),5,7,4,-5,6,-0.8,96,0,-4
CC(On1c(-c2ccccc2)nc2ccc(Cl)cc21)C(=O)O (centres undefined),5,7,4,-21,-10,-0.7,99,2,2
COc1cccc(C(=O)NCCCc2ccccc2)c1OC,2,-2,5,/,/,-1.5,/,/,-1
COc1ccc(-c2csc(NC(=O)C3CSC4(C)CCC(=O)N34)n2)c(OC)c1 (centres undefined),11,-11,3,/,/,-5.4,/,4,-1
COc1ccc([C@H]2CC(=O)C=C(c3cc(C)ccc3OC)C2)cc1,-3,6,1,/,/,-0.1,/,-4,-5
O=S(Cc1cc(Oc2ccccc2)nc(-c2ccccc2)n1)c1ccccc1 (centres undefined),-4,-19,5,-12,-19,-0.8,97,3,-3

# Screening results deposited in PubChem BioAssay by several laboratories.
